Tb hexokinase: Trypanosoma brucei hexokinase 1 inhibitors, primary screen, biochemical, G6PDH-coupled NADH absorbance, MLSCN library | hexokinase 1 [Trypanosoma brucei] | recombinant TbHK1, G6PDH-coupled NADH A340 | inhibition, % at 10 µM | 220,000 tested, 0.11% active;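 active = inhibition of 50% or more in the single-dose primary screen; inactive = inhibition below 50%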
EP2 mod: EP2 receptor modulators, cAMP readout, primary screen, cell-based, HTRF cAMP, PGE2 stimulation. 260,000 tested, 0.83% active. AID 940, 2007. induction, % at 25 µM. Prostaglandin E2 receptor EP2 subtype (Homo sapiens), P43116. EP2-expressing cells, cAMP HTRF FRET, PGE2 co-stimulation;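 active = compounds whose cAMP rise, as percent of the full-agonist control response, exceeds 60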;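 also: rat C6 glioma line stably carrying human EP2 under a CMV promoter; the protocol text gives 20 µM as final concentration; 100% = response of wells given 1 µM PGE2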
zVAD death inh: inhibitors of zVAD-triggered necroptosis, primary screen, L929 cells | AID 1377, 2008 | viability rescue, % at 10 µM | L929 zVAD necroptosis rescue, ATP luminescence, 24 h; with zVAD 60 µM | 220,000 tested, 0.38% active;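 active = activation, scaled between plate controls, above about 75%, limit read from the data; inactive = activation under that limit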;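 also: 0% = zVAD with DMSO and 100% = DMSO alone without zVAD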
Calpain2 inh: inhibitors of pig calpain II, primary screen, biochemical, fluorogenic peptide substrate, 1536-well; purified calpain II, 30 min; 220,000 tested, 0.37% active; inhibition, % at 16 µM;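 active = inhibition above about 50%, limit read from the data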
eIF4E-4G inh: eIF4E–eIF4G protein interaction inhibitors, primary screen, biochemical, uHTS, TR-FRET, eIF4GI fragment; Eukaryotic translation initiation factor 4E (Mus musculus) + Eukaryotic translation …; TR-FRET eIF4E-eIF4GI(517-606) binding, 2 h; inhibition, % at 21.7 µM; 220,000 tested, 0.37% active;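 active = inhibition above about 30%, limit read from the data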;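 also: 0% = full FRET control wells and 100% = background wells lacking eIF4GI fragment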
Target sequence (P63073 whole entry, looked up, the tested form may be a part): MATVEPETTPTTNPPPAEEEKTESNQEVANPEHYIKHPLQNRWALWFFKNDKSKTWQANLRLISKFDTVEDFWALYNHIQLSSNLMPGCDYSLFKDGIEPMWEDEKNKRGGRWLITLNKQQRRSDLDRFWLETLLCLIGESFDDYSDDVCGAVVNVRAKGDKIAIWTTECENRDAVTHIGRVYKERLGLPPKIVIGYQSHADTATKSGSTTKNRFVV
Target sequence (Q04637 whole entry, looked up, the tested form may be a part): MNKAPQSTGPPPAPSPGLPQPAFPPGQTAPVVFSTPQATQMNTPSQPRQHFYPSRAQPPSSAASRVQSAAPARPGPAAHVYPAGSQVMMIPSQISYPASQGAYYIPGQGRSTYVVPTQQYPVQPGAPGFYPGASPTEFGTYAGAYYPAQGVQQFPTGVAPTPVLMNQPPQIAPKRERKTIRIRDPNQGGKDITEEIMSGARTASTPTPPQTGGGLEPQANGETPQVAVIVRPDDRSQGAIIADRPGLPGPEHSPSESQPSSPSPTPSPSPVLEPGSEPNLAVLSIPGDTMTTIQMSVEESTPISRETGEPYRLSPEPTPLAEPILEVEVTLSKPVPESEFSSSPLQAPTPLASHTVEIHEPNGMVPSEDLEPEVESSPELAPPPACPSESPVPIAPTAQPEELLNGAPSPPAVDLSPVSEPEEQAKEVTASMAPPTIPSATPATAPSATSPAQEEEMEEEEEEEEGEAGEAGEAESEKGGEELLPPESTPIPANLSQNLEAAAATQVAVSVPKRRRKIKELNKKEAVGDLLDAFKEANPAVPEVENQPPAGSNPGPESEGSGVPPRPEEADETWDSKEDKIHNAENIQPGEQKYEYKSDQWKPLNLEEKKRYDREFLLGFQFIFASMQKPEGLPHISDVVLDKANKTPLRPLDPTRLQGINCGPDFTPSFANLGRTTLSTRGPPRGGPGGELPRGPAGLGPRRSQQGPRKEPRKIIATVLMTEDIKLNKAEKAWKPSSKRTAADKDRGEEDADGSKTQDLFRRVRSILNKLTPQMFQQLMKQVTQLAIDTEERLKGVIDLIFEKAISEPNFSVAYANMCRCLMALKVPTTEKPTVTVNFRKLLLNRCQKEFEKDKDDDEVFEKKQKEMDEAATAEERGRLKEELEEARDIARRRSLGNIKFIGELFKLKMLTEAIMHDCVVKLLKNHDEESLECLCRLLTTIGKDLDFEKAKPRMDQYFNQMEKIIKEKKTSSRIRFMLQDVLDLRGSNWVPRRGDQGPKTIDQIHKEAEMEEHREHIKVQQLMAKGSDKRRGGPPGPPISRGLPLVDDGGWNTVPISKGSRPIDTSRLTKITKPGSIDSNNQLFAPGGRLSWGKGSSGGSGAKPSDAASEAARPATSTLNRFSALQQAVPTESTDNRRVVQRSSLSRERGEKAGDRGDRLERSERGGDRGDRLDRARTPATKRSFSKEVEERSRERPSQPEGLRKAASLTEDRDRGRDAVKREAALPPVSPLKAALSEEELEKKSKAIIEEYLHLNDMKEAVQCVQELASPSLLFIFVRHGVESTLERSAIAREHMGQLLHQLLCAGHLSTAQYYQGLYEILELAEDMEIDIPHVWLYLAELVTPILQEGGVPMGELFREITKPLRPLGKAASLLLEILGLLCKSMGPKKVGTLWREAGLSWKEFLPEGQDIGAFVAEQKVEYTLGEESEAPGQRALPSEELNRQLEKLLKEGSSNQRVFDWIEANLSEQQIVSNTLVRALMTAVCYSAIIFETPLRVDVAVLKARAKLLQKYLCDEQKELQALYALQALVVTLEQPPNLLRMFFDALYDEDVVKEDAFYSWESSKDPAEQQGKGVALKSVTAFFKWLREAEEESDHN
PGE2 EP2 inh: human EP2 receptor antagonists, primary screen, TR-FRET cAMP, C6 glioma cells | 260,000 tested, 0.52% active | C6 glioma cells expressing human EP2; cells stimulated with saturating PGE2 | inhibition, % at 25 µM;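 active = percent inhibition above 40 after rounding to a whole number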;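 also: rat C6 glioma host cells with rolipram phosphodiesterase inhibitor present; the protocol text gives 20 µM as final concentration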
14-3-3 Bad PPI: inhibitors of 14-3-3 zeta/Bad binding, primary screen, biochemical, TR-FRET, bovine 14-3-3 zeta; 14-3-3 protein zeta/delta (Bos taurus), P63103; TR-FRET 14-3-3zeta/Dy647-pBad peptide displacement, 1 h; inhibition, % at 21.7 µM; 220,000 tested, 0.71% active;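 active = inhibition above about 70%, limit read from the data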;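 also: 0% = full 14-3-3 plus peptide FRET controls and 100% = background without 14-3-3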
Hck-Nef inh: inhibitors of Nef-activated human Hck kinase, primary screen, biochemical, Z-Lyte FRET, 384-well, Hck-YEEI | inhibition, % at 20 µM | AID 463187, 2010 | Tyrosine-protein kinase HCK (Homo sapiens), P08631 | Recombinant Hck-YEEI plus Nef, Z-Lyte FRET kinase assay | 220,000 tested, 0.68% active;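 active = Hck-Nef kinase inhibition above about 50%, limit read from the data; inactive = inhibition below that limit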;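 also: 0% = DMSO with Hck plus Nef and 100% = Hck alone without Nef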
Rad51 HR inh: human RAD51 strand exchange inhibitors, primary screen, biochemical, fluorescence | hRad51 DNA strand exchange, fluorescence dequenching | inhibition, % at 10 µM | 200,000 tested, 0.085% active | AID 1385, 2008;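 active = inhibition above 40% at the single screening dose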;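 also: 0% = DMSO control wells and 100% = blanks with heterologous ssDNA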
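material = hRad51 filaments on single-stranded DNA | reagent = Donor/quencher-labelled 47-bp dsDNA substrate | compound = 10 µM final, single point | schedule = strand-exchange reaction 15 min at room temperature | measured by = fluorescein emission 520 nm, excitation 485 nm | read-out basis = % inhibition versus plate control and blank means | benchmarks = plate controls and plate blanks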
Starred values were filed as active, the others as inactive; i = inactive; · = no result given; & = joins results of further samples; [ ] = dose if it differs, or a comment. This is a subset, so the mix of outcomes need not match the whole.

Sequence of screens – Tb hexokinase | 14-3-3 Bad PPI | Rad51 HR inh | Calpain2 inh | zVAD death inh | PGE2 EP2 inh | EP2 mod | Hck-Nef inh | eIF4E-4G inh
- COC(=O)c1cn(CC(=O)N2C(C)CCCC2C)c2ccccc12 (stereo not given)
  -4.2 | -4.4 | 0.1 | 22.3 | -0.1 | 9.1 | -60.8 | -10.2 | 2.8
- CCCOc1ccc(N2C(=O)CC(NCCNc3ccc([N+](=O)[O-])cn3)C2=O)cc1 (stereo not given)
  -20.5 | -8.4 | · | 0.1 | 0.6 | 10.9 | -46.2 | 19.1 | 3.9
- O=C1CCCC2=C1C(c1ccc(Cl)cc1)N1C(=O)CCSC1=N2 (stereo not given)
  -12.5 | 9.1 | 5.9 | -24.1 | 0.0 | 4.8 | -0.6 | 1.4 | 0.2
- Oc1c(Br)cc(Br)cc1C=Nc1ccc2[nH]ncc2c1
  -3.2 | 17.6 | -26.2 | -53.6 | -0.1 | 9.6 | 24.1 | 13.2 | 3.5
- CC(C)(C)C1c2[nH]c3ccccc3c2CCN1CCCn1cccn1 (stereo not given)
  4.7 | -9.0 | 0.6 | -11.9 | -0.7 | 1.8 | -13.1 | -55.3 | 0.9
- COc1cc(NC(=O)CCNC(=O)Cn2cnc3ccccc3c2=O)cc(OC)c1OC
  2.8 | -4.5 | -5.8 | -33.2 | 0.5 | 11.9 | 21.0 | 0.4 | -5.5
- C=CCOc1ccc(/C=N/NC(C)=O)cc1OCC
  1.0 | 7.7 | -10.9 | 27.0 | -0.8 | 1.4 | -10.4 | 14.7 | 0.7
- COc1ccc(NCc2nnc(SCCN3CCCCC3)n2-c2ccc(C)cc2)cc1
  0.1 | -12.7 | 6.4 | -5.2 | -0.6 | 11.9&3.6 | -8.2&1.7 | 17.2 | 3.1
- CCN(CC)c1ccc(/C=N/N2CCN(Cc3ccccc3)CC2)cc1
  -26.4 | 5.3 | 5.9 | 37.4 | 3.2 | 8.8 | 7.0 | 57.4* | 6.6
- O=C(COc1ccccc1)N1CCN(C(=O)c2cccs2)CC1
  -1.1 | 8.8[fluorescence artefact?] | -8.2 | 1.1 | 0.9 | 6.8 | 9.0 | 1.4 | 2.5[fluorescence artefact?]
- CC1CCN(c2ccccc2NC(=O)c2ccc(N3CCOCC3)c([N+](=O)[O-])c2)CC1
  -2.2 | 8.1 | 7.0 | -2.5 | -0.1 | -1.4 | 10.7 | 3.8 | -34.0
- COc1ccc(OC)c(S(=O)(=O)Nc2ccc(C)c(C)c2)c1
  -0.4 | 0.2 | -0.8 | -17.4 | -0.1 | 6.7 | -52.7 | 3.8 | 0.1
- Nn1c(=O)c2ccccc2n2c(SCc3ccc(C(F)(F)F)cc3)nnc12
  -6.8 | 11.2 | -0.1 | 15.1 | 0.4 | 6.2 | -6.1 | -3.3 | 9.4
- CCN1CCN(CC(=O)Nc2cccc(C)c2)C(=O)C1=O
  -5.3 | · | -0.8 | · | 0.3 | 3.6 | · | 1.7 | ·
- CC1=NOC(=O)/C1=C\c1ccc(-c2cccc(Cl)c2)o1
  15.9 | -3.5 | 1.4 | -5.0 | -0.2 | 109.4* | -35.3 | 7.1 | 1.9
- C(=N\c1ncnc2sccc12)/NOCc1ccccc1
  -0.3 | -2.3 | -8.3 | -7.5 | 1.1 | 11.4 | -9.1 | 0.7 | -1.2
- CN(C)c1ccc(/C=N\NC(=O)CC#N)cc1
  -40.0 | -10.5 | 7.2 | -238.3 | 1.1 | 6.1 | 2.6 | 37.3 | 2.9
- CCCN1CCc2c(sc(NC(=S)NC(=O)c3ccccc3)c2C#N)C1
  -1.8 | 89.5* | i | -14.2 | 1.3 | 12.5 | -22.6 | -0.1 | -5.2
- CC(C(N)=O)N1c2cccc3cccc(c23)S1(=O)=O (stereo not given)
  -6.3 | -11.8 | 20.2 | -203.2 | 0.2 | 9.1 | 19.4 | 8.1 | -1.7
- Cc1cccc(OCc2nnc(SCC(=O)N3c4ccccc4CCc4ccccc43)o2)c1
  -0.6 | 3.6 | 8.4 | 6.0 | -0.8 | 7.7&4.8 | 28.9&3.7 | 16.1 | -12.7

Rewritten as comma-separated lines: entries from further up
compound,Tb hexokinase,14-3-3 Bad PPI,Rad51 HR inh,Calpain2 inh,zVAD death inh,PGE2 EP2 inh,EP2 mod,Hck-Nef inh,eIF4E-4G inh
C(=N\c1ncnc2sccc12)/NOCc1ccccc1,-0.3,-2.3,-8.3,-7.5,1.1,11.4,-9.1,0.7,-1.2
CN(C)c1ccc(/C=N\NC(=O)CC#N)cc1,-40.0,-10.5,7.2,-238.3,1.1,6.1,2.6,37.3,2.9

(list continues)
Sequence of screens – Tb hexokinase | 14-3-3 Bad PPI | Rad51 HR inh | Calpain2 inh | zVAD death inh | PGE2 EP2 inh | EP2 mod | Hck-Nef inh | eIF4E-4G inh
- COc1ccc(S(=O)(=O)NCCSCc2ccco2)cc1Cl
  -0.8 | -6.3 | 8.1 | -13.4 | -0.3 | 7.0 | -23.7 | 6.3 | 2.4
- CC(C)N(Cc1ccccc1)C(=O)COC(=O)c1cnccn1
  2.5 | -13.6 | 19.1 | -21.0 | 13.2 | 5.0 | 16.5 | 14.7 | 0.7
- COc1ccccc1N1CCN(CC(=O)Nc2ccc(-n3cnnn3)cc2)CC1
  -2.2 | 8.9 | -3.5 | -21.3 | 1.9 | 9.6&13.2 | 5.4&-14.3 | 8.3 | -3.4
- CCOc1ccc(S(=O)(=O)n2cc(F)c(=O)[nH]c2=O)cc1
  0.1 | 15.7 | -2.4 | -3.1 | 0.2 | 3.1 | 33.0 | 33.4 | -0.8
- CCN1CCN(Cc2ccc(NC(=O)c3ccc(C)c(NC(=O)c4ccc5n[nH]nc5c4)c3)cc2C(F)(F)F)CC1
  8.1 | -5.3 | -6.1 | -16.4 | 71.8 | 9.7 | -14.3 | 75.7* | -2.5
- CSc1nnc2c(n1)OC(c1ccccn1)N(C(C)=O)c1ccccc1-2 (stereo not given)
  -17.3 | -4.5 | -17.8 | -25.8 | 0.0 | 4.6 | 20.0 | -2.7 | -3.1
- Cc1n[nH]c(=S)c2nn(-c3ccccc3F)c(C)c12
  -36.4 | -3.3 | · | 6.1 | 0.9 | · | 30.7 | -1.8 | 0.5
- CCn1c(SCC(N)=O)nc2ccccc2c1=O
  0.2 | 11.7 | -4.3 | -6.7 | 0.1 | 5.8&9.8 | 30.1&6.9 | -1.0 | 6.0
- O=C(NNC(=S)Nc1cccc(C(F)(F)F)c1)c1ccc(Cl)cc1Cl
  12.2 | -18.3 | -2.1 | -47.2 | 2.5 | 3.8 | -0.3 | 4.9 | 4.2[fluorescence artefact?]
- CCNS(=O)(=O)c1ccc(NC(=O)c2c(-c3ccccc3)noc2C)cc1
  -5.7 | -15.5 | 8.7 | 6.6 | -1.0 | 3.5 | -7.5 | 0.1 | -2.3
- Nc1nc(NCC2CCCO2)nc(Nc2cccc(Cl)c2)c1[N+](=O)[O-] (stereo not given)
  -10.6 | -6.3 | -4.7 | 12.2 | -0.7 | 9.4 | -11.1 | -8.7 | 2.4
- COC(=O)c1sccc1NC(=O)c1ccc(OC)cc1
  3.4 | -3.5[fluorescence artefact?] | 4.7 | 10.4 | 0.0 | 9.8 | 43.5 | 2.3 | -15.9
- CCOc1cc(C(=O)NC(C)c2ccncc2)cc(OCC)c1OCC (stereo not given)
  0.1 | 3.0[fluorescence artefact?] | -8.5 | -3.3 | -0.5 | 9.9 | 2.0 | 6.8 | 2.0
- CCOc1c2ccc(C(=O)NC3CCCc4ccccc43)cc2nn1CC (stereo not given)
  -2.7 | · | -1.5 | i | 0.2 | 7.1 | -20.5 | -0.5 | ·
- CCOCCCNC(=O)Cn1cc2c(n1)CCCCC2
  0.3 | 3.2[fluorescence artefact?] | -3.0 | 1.0 | 0.3 | 5.3 | 24.6 | 18.3 | -0.1
- COc1cc(/C=N\NC(=O)c2ccccc2F)ccc1Oc1ccc([N+](=O)[O-])cn1
  -23.6 | 0.1 | -0.1 | -13.7 | 2.4 | 12.8 | -43.6 | 6.1 | -1.8
- CC(=O)Nc1c(C)nn(C(C)=O)c1C
  -4.0 | -8.5 | · | 11.9 | · | 5.3 | 4.0 | -10.2 | 4.8[fluorescence artefact?]
- CC(C)COc1ccc(C/C(N)=N/n2cnnc2)cc1
  2.6 | -5.4 | -12.6 | -29.4 | -1.0 | 7.7 | -43.8 | 25.3 | 2.7
- CCCCN(C(=O)c1cnc2n(c1=O)CCS2)c1ccccc1
  -12.1 | 6.8[fluorescence artefact?] | -0.4 | -4.8 | -0.6 | 10.9 | 15.1 | 0.7 | -11.3[fluorescence artefact?]
- Cc1cccc(-c2c3c(=O)n(C)c(=O)n(C)c3cn2C(C)(C)C)c1
  -2.0 | -15.2[fluorescence artefact?] | -4.0 | -33.3 | 0.5 | 0.5 | 31.6 | 1.0 | -11.6[fluorescence artefact?]
- CC1CCCN(c2ccc([N+](=O)[O-])s2)C1 (stereo not given)
  2.8 | -9.5 | -13.2 | 5.9 | 0.4 | 3.8 | 2.4 | 14.9 | -3.2
- CC1(C)NC(C(=O)O)Cc2c1[nH]c1ccccc21 (stereo not given)
  -1.1 | -1.6 | 11.2 | 3.1 | 1.3 | 5.3 | 16.2 | 20.2 | 0.5
- COc1cc(C(=O)Nc2ccccc2N2CCN(S(C)(=O)=O)CC2)cc(OC)c1OC
  -2.3 | 3.6[fluorescence artefact?] | -1.3 | -30.7 | 0.8 | 8.6 | -5.6 | 9.5 | 4.0[fluorescence artefact?]
- Fc1ccc(C2c3[nH]c4ccccc4c3CCN2CCCn2cccn2)cc1 (stereo not given)
  -13.7 | -5.1 | · | 0.6 | 0.4 | 6.2 | 17.5 | -4.3 | 4.6
- O=C(NC1c2ccccc2-c2ccccc21)N1CCOCC1
  1.5 | 8.2 | 5.6 | -19.8 | 1.0 | 0.5 | -2.2 | -4.4 | -3.5
- O=C(CCCCC(=O)N1CCOCCOCCOCC1)OCc1ccccc1
  -3.8 | 7.2 | 15.4 | 21.0 | -0.3 | 3.4 | -7.8 | 3.0 | 0.0
- O=C(NC1CCCC1)C(c1ccc(N2CCOCC2)cc1)N(C(=O)c1ccco1)c1ccccc1F (stereo not given)
  1.7 | 1.1 | -3.8 | 24.7 | -2.0 | 10.0 | 7.4 | 14.2 | 2.3
- CCc1nnc(NC(=O)Nc2ccc(OC)cc2)s1
  -6.2 | -3.4 | 5.0 | -14.8 | 0.2 | 12.4 | 4.6 | -2.1 | -5.8
- Cc1csc(NC(=O)c2ccncc2)n1
  -22.1 | 43.1 | -18.6 | -25.2 | 0.8 | 7.2 | 0.4 | 20.7 | 2.5
- Cc1onc(-c2c(F)cccc2Cl)c1C(=O)OCN1C(=O)c2ccccc2C1=O
  0.2 | -2.5 | 2.2 | -2.6 | -1.8 | 18.3 | 51.5 | -7.5 | 0.7

Compound activity as filed in PubChem BioAssay.
